MBNL1 CUG block – inhibitors of human MBNL1 binding to CUG repeat RNA; Q9NR56; TR-FRET MBNL1-His/biotin-(CUG)12 binding, 665/545 ratio; hit rate 0.036% among 280,000; AID 2675; Potency, µM (top dose mostly 57.5 µM), inactives show top-dose activity change, negative = inhibition, actives largely listed as inhibitors; active = well fitted inhibition curve with a large enough effect in the signal ratio, with a control signal flat, not every such curve was filed as active; inconclusive = small, poorly fitted or top-dose-only effect, or effect the other way, or a change in a side signal; inactive = no such curve, though single readings can be large or run the other way; the % refers to the signal ratio; note: potency is the fitted concentration of half-maximal effect; % is set by controls: 0 for no effect and ±100 for the full control effect
Target sequence (Q9NR56 whole entry, looked up): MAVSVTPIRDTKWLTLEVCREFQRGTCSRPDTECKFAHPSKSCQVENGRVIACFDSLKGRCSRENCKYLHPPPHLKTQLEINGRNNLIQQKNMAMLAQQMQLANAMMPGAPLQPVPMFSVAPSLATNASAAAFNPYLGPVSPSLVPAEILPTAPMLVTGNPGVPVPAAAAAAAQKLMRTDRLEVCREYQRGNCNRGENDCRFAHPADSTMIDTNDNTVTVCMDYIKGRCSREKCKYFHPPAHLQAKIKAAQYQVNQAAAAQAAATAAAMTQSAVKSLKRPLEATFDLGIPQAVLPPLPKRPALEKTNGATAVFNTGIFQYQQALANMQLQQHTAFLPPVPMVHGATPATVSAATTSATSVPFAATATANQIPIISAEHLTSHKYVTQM
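Compound titration spanned 92 nM–58 uM against the MBNL1-His/biotin-(CUG)12 complex. After 60 min at room temperature with 5 nM streptavidin-XL665 and 0.055 ng/ul terbium anti-His, ratiometric 665/545 nm emission (Ex 340 nm) normalized to controls.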
Menin MLL FP TR – menin-MLL binding inhibition, Texas Red mutant peptide; O00255; Menin + Texas Red MLL mutant peptide, fluorescence polarization; Potency, µM (series often up to 61.6 µM), for inactives: top-dose FP activity change, negative = inhibition, usual class: inhibitors; hit rate 0.23% among 270,000; active = well fitted inhibition curve with a large enough effect in the polarisation, with a control signal flat, not every such curve was filed as active; inconclusive = small, poorly fitted or top-dose-only effect, or effect the other way, or a change in a side signal; inactive = no such curve, though single readings can be large or run the other way; the % refers to the polarisation; note: potency is the fitted concentration of half-maximal effect; % of control where 0% means no effect; many of its hits are not listed in these tables
Mito fusion act – mitochondrial division inhibition or fusion activation; S. cerevisiae fusion-defective mutant growth rescue, CellTiterGlo 48 h; Potency, µM (highest dose often 46.1 µM), inactives show at the top dose growth rescue (activation), most hits filed as activators; hit rate 0.23% among 320,000; AID 485298;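 note: potency is the fitted concentration of half-maximal effect; % of control where 0% means no effect; nearly all actives have a fitted effect of over 45% in size; temperature-sensitive fusion mutants such as fzo1-1 at 37 °C on non-fermentable ethanol glycerol medium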
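Temperature-sensitive fusion-defective S. cerevisiae (e.g. fzo1-1, mgm1-5) were grown with compound in YPEG medium (3% ethanol, 3% glycerol) for 48 hours at 37C. Growth rescue was measured as viability by CellTiterGlo luminescence after 10 minutes at ambient.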
PKM2 activator – activators of human pyruvate kinase M2 | P14618 | purified PKM2, Kinase-Glo ATP luminescence, activation; response scale: 0% is enzyme alone, no compound | Potency, µM (highest dose often 57.5 µM), without a hit: top-dose activation, usual class: activators | hit rate 0.34% among 260,000 | AID 1631; note: potency is the fitted concentration of half-maximal effect; % is set by controls: 0 for no effect and ±100 for the full control effect; nearly all actives have a fitted effect of over 55% in size
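hPK-M2, >95% pure; 0.1 mM ADP / 0.5 mM PEP final; imidazole pH7.2 buffer w/ 7 mM MgCl2, 50 mM KCl; 1 h RT; Kinase-Glo lum. Intermediate enzyme activity for dual inhibitor/activator qHTS.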
S-ASM inh – human S-ASM enzyme inhibition; P17405; hit rate 0.006% among 340,000; placental ASM, HMU-PC fluorogenic substrate, 60 min; Potency, µM (titrated, usually from 57.5 µM), without a hit: at the highest dose activity change, negative = inhibition, usual class: inhibitors; note: potency is the fitted concentration of half-maximal effect
Target sequence (P17405 47-631 limits assumed): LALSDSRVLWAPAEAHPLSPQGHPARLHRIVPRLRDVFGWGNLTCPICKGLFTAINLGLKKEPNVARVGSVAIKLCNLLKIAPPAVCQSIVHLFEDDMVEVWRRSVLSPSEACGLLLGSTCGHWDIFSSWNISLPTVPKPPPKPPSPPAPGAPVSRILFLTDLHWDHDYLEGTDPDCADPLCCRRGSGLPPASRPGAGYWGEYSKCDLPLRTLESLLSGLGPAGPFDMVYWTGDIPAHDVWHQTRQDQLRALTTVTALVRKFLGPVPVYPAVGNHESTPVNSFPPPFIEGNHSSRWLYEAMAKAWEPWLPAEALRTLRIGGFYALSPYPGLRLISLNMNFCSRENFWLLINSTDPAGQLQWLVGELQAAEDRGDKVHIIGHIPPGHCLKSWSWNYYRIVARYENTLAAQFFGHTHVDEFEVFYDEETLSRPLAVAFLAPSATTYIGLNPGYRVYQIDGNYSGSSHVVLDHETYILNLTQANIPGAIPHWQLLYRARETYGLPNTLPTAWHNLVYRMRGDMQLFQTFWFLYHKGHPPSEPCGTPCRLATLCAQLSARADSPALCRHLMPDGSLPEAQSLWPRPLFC
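HMU-PC0 cleavage (9 uM final) by human placental ASM, 60 min at 37 °C following 10 min compound exposure at RT; stopped at pH 10, fluorescence Ex 386/Em 447 nm.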
TSHR antag – blocks TSH signaling through the human TSH receptor. P16473. TSHR-expressing cells, TSH-stimulated cAMP HTRF, 2 h; active compounds read low. activity change, negative = inhibition, % at 11.5 µM. hit rate 0.2% among 330,000;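 active = activity change below a set negative limit, meaning inhibition stronger than a set level, cut at about -70% in these data; inconclusive = activity change between two set negative limits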; note: % is set by controls: 0 for no effect and ±100 for the full control effect
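Read-out is FRET at 665 nm (cryptate excitation 337 nm) from a cryptate-tagged anti-cAMP antibody, competed by cell cAMP against cAMP-d2. Compounds are tested on freshly harvested TSHR cells challenged with 4nM TSH (EC80) for 2 hours at 37 deg C.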
Eya2 inh – Eya2 (human) phosphatase inhibition | Potency, µM (series often up to 76.9 µM), for inactives: top-dose activity, negative = inhibition, most hits filed as inhibitors | O00167 | recombinant Eya2, OMFP fluorescence dephosphorylation (OMFP is methylfluorescein phosphate) | hit rate 0.006% among 330,000; note: potency is the fitted concentration of half-maximal effect; % is set by controls: 0 for no effect and ±100 for the full control effect
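Eya2 (0.2 uM) preincubated 10 min at ambient with compound, then OMFP substrate added at 50 uM; 10 min reaction in 50 mM HEPES pH 7.5, 50 mM NaCl, 5 uM MgCl2, 0.05% BSA, 1 mM DTT. Fluorescence read at Ex 485/Em 525 nm.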
BCR signal inh – inhibitors of chronic active B-cell receptor signaling. Potency, µM (titrated, usually from 46.1 µM), inactives show top-dose ratio change, negative = lower green/red ratio, actives largely listed as inhibitors. ABC-DLBCL IkBa-CBG/CBR reporter, luminescence ratio, 4 h. hit rate 0.05% among 340,000. AID 493014; active = well fitted inhibition curve with a large enough effect in the signal ratio, with a control signal flat, not every such curve was filed as active; inconclusive = small, poorly fitted or top-dose-only effect, or effect the other way, or a change in a side signal; the % refers to the signal ratio;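 note: potency is the fitted concentration of half-maximal effect; plate controls were basal doxycycline-induced cells for no effect and cells given 10 µM MG132 for full effect; MG132 reads +100%, hits lower the ratio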
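Cell line TMD8 (human ABC DLBCL), stably expressing tet-inducible CBG68-IkBa fusion and CBR; IMDM/0.5% FBS; cpd up to 46 uM; dox induction, 4 h, 37C/5% CO2; dual luminescence; green/red ratio; MG132 control.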
KCNH2 WT inh – KCNH2 (human, wildtype) channel inhibition; Q12809; U2OS, BacMam KCNH2, thallium flux FluxOr; active compounds read low; activity change, % at 1.84 µM; hit rate 0.37% among 340,000;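 active = maximum activity change below -70%; inconclusive = maximum activity change between -70% and -50%; inactive = maximum activity change above -50%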; note: % is set by controls: 0 for no effect and ±100 for the full control effect
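U2OS cells were transduced with wild-type KCNH2 virus (2.03 x 10^8 / mL) for 4 h at room temperature, then cultured overnight at 37 C. Thallium flux was read with FluxOr dye. Rate constants were normalized to DMSO controls.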
GALK inhibitor – inhibitors of human galactokinase; Potency, µM (highest dose often 57.5 µM), without a hit: at the highest dose activity change, negative = inhibition, most hits filed as inhibitors; Purified GALK, Kinase-Glo residual ATP luminescence; hit rate 0.007% among 270,000; note: potency is the fitted concentration of half-maximal effect; % is set by controls: 0 for no effect and ±100 for the full control effect
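Human GALK (5 nM) with 35 uM ATP and 100 uM galactose in 20 mM HEPES pH 8.0, 5 mM MgCl2, 60 mM NaCl, 1 mM DTT, 0.01% BSA. After 1 h at room temperature, leftover ATP was read by Kinase-Glo Plus luminescence.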
USP2a block – USP2a (human) protease inhibition. Potency, µM (top dose mostly 38.3 µM), inactives show top-dose activity change, negative = inhibition, actives largely listed as inhibitors. O75604. hit rate 0.01% among 330,000. USP2 core, Ub-CHOP2 coupled fluorogenic reporter, 485/531;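 note: potency is the fitted concentration of half-maximal effect; plate controls were DMSO wells for no effect and full inhibition by NEM control for full effect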
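USP2 core (10nM final) preincubated 30min RT with compound in 20mM Tris-HCl pH 8.0, 2mM CaCl2, 2mM beta-mercaptoethanol, 0.05% CHAPS; 25nM Ub-CHOP2 plus 25nM reporter substrate added, fluorescence (Ex485/Em531) read after 60min.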
* marks the source's active call; other numbers are inactive results; ? = inconclusive; · = no result given; [ ] = remark or other dose. Unless noted, calls come from the whole dose curve; as a rule, active = well fitted curve in the direction sought with a large enough effect; inconclusive = small, poorly fitted or top-dose-only effect, or another doubt; inactive = no such curve, though single readings can be large; an effect the other way counts as inactive or inconclusive. An excerpt (hit frequency here may not be typical).

SMILES	MBNL1 CUG block	Menin MLL FP TR	Mito fusion act	PKM2 activator	S-ASM inh	TSHR antag	Eya2 inh	BCR signal inh	KCNH2 WT inh	GALK inhibitor	USP2a block
CSc1nc(Sc2cccc(Cl)c2)c2ccccc2n1	-4%	-15%	2%	-5%	-2%	3	0%	-4%	-10	1%	1%
CN(C(=O)CSc1nnc(-c2ccc(F)cc2)c2ccccc12)C1CCS(=O)(=O)C1 (stereo unspecified)	?	-23%	-4%	7%	-5%	10	8%	?	4	9%	-1%
COc1cccc(S(=O)(=O)c2nc(C)c3c(n2)CCC3)c1	-5%	-5%	3%	19%	3%	0	-7%	-1%	-4	1%	2%
COc1ccc(NC(=O)c2nnn(CC(=O)Nc3ccc4c(c3)OCO4)c2N)c(OC)c1	71%[activator]	?	-4%	·	-2%	-30	-4%	-6%	-3	13%	1%
O=C(NNC(=O)[C@@H]1CCCC[C@@H]1C(=O)O)Nc1ccccc1	-21%	4%	-5%	3%	0%	1	-2%	?	-3	0%	5%
COc1ccc(CCNC(=O)c2c(O)c3cccc4c3n(c2=O)CC4)cc1	-10%	23%	0%	7%	-5%	-14	-18%	1%	-4	1%	4%
N#Cc1ccc(C(=O)Nc2cc(S(=O)(=O)N3CCCC3)ccc2OCC(F)(F)F)cc1	·	8%	-1%	5%	-3%	-4	-1%	-3%	-10	2%	-1%
O=C(COc1ccccc1)NCC(=O)NC1=NCCS1	-16%	9%	-1%	-8%	0%	-1	-4%	0%	2	4%	1%
CC(C)COc1ccc(C(=O)N/C(=C\c2cccc([N+](=O)[O-])c2)C(=O)OC(C)C)cc1	3%	-12%	-1%	-4%	-6%	-30	-9%	4%	3	0%	3%
O=C(Nc1ccccc1[N+](=O)[O-])c1cc(S(=O)(=O)N2CCOCC2)cs1	?	·	-3%	0%	-2%	5	-1%	-14%	2	6%	0%
CCc1c(C)sc(NC(=O)C2CCCO2)c1C#N (stereo unspecified)	18%	5%	1%	1%	-1%	2	6%	-5%	-3	-1%	2%
C=CCNCc1ccccc1[N+](=O)[O-]	·	·	0%	·	3%	5	18%	?	-1	·	0%
O=C(Nc1ccccc1OC(=O)c1ccc(Cl)cc1)c1ccc(Cl)cc1	-20%	-9%	6%	-13%	·	11	-6%	?	0	-1%	1%
O=C(COc1cccnc1[N+](=O)[O-])NCc1ccccc1	?	23%	15%	·	-1%	17	3%	-1%	-13	0%	-4%
CCc1cc2c(=O)nc3n(c2s1)Cc1ccccc1/C3=C(/O)c1ccc(F)cc1	?	3%	0%	-5%	·	8	-13%	?	·	2%	-1%
CCNS(=O)(=O)c1ccc2c(c1)NCC2	-1%	13%	-4%	0%	6%	1	-3%	0%	6	1%	-1%
COc1cc(OC)c(/C=N/N2CCN(c3ccccc3OC)CC2)c(OC)c1	-1%	-17%	-1%	0%[11.5 µM]	3%	-2	-30%	-2%	21	-2%	-2%
CC(Sc1cccc[n+]1[O-])c1ccccc1 (stereo unspecified)	-4%	-14%	3%	2%[11.5 µM]	4%	10	-9%	?	-24	7%	-1%
CCOC(=O)N1CCN(CC(O)COc2ccc(C)cc2C(C)(C)C)CC1 (stereo unspecified)	·	?	1%	9%	-1%	-3	-8%	-3%	2	1%	2%
CCOC(=O)c1sc(N(Cc2ccccc2)C(=O)CCl)nc1C	-1%	·	7%	·	-1%	·	10%	?	19	-8%	3%
CC(=O)Nc1ccc(S(=O)(=O)N2CCN(CC3CC4C=CC3C4)CC2)cc1 (stereo unspecified)	-16%	25%	0%	10%	-1%	8	4%	3%	·	-2%	1%
COc1cc(O)c(C(CCN2CCCCC2)c2ccc(N(C)C)cc2)c(OC)c1 (stereo unspecified)	1%	-13%	-21%	1%	8%	2	1%	?	·	-3%	7%
CCCc1cc(=O)[nH]c2nnc(SCC(=O)N3CC(C)OC(C)C3)n12 (stereo unspecified)	·	·	1%	·	-4%	-5	9%	?	0	·	1%
CCOC(=O)c1[nH]c2ccc(F)cc2c1N=C(C)N(CC)CC	4%	-1%	3%	-4%	16%	-7	6%	-19%	20	-4%	0%
CCOc1ccccc1N1CCN(CC(=O)Nc2nnc(CC)s2)CC1	-11%	-13%	4%	-21%	3%	35	-5%	?	-1	-3%	0%
O=C(NCc1ccco1)c1cc([N+](=O)[O-])ccc1Cl	?	3%	-5%	-2%	-4%	17	4%	2%	-8	-1%	1%
O=C(NCC(c1cccs1)N1CCOCC1)c1cc(S(=O)(=O)N2CCOCC2)ccc1F (stereo unspecified)	·	·	20%	·	·	0	4%	9%	1	·	-1%
CCC1(CC)NC(=O)N(CC(=O)NC(=O)NCc2ccccc2)C1=O	-4%	2%	-6%	5%	7%	-7	-1%	-3%	2	-1%	0%
O=C(NCc1ccc2c(c1)OCO2)C1CCCN(S(=O)(=O)c2cccc3nonc23)C1 (stereo unspecified)	23%	-4%	-2%	0%	-1%	22	-36%	0%	1	-1%	3%
O=C(COc1ccc(Br)cc1Cl)NC1CCCCC1	-3%	-8%	7%	-13%	0%	-28	1%	?	3	-1%	0%
CN(C)C(=S)Nc1nc2ccccc2s1	1%	4%	12%	2%	-1%	5	-4%	?	-9	3%	0%
O=C(CSc1nc2ccc(Cl)cc2[nH]1)c1c[nH]c2ccccc12	4%	?	-7%	2%	-4%	24	2%	?	-8	0%	0%
CC(=O)c1cnc2nc(SCc3ccccc3)nn2c1C	1%	-1%	1%	24%	0%	6	1%	?	-15	-4%	4%
N/C(Cn1cncn1)=N\OC(=O)c1ccc(Cl)cc1	1%	1%	-13%	11%	3%	-7	1%	0%	1	-2%	5%
Cc1cccc(NC(=S)NNC(=O)c2cc3c(s2)CCC(C)C3)c1C (stereo unspecified)	·	-7%	?	8%	-6%	28	-17%	7%	-4	0%	-16%
Cc1cc(C)n(-c2nnc(C)n2/N=C/c2cc(Br)ccc2OCc2ccccc2)n1	7%	?	8%	10%	-3%	3	2%	?	6	-2%	11%
CC(=O)C1=NN(c2ccccc2)C(c2cccs2)N1c1ccc(N(C)C)cc1 (stereo unspecified)	20%	-9%	-1%	0%	?	-35	20%	?	-2	0%	-2%
CCN(C(=O)/C=C/c1ccc2c(c1)OCO2)c1ccccc1	·	8%	10%	-3%	0%	-2	1%	?	-5	-2%	-2%
CCC(C(=O)NC1CCCC1)n1c(SCc2cccc(C)c2)nc2ccncc21 (stereo unspecified)	7%	1%	0%	0%	-11%	-4	2%	3%	-3	·	3%
COc1ccc(NS(=O)(=O)c2cccc(C(=O)N3CCN(Cc4ccc5c(c4)OCO5)CC3)c2)cc1	·	·	1%	·	0%	-5	29%	2%	12	·	1%
O=C(Nc1cnc2sc3c(n2c1=O)CCCC3)c1ccc(F)cc1	3%	-7%	4%	-4%	9%	-12	-7%	?	-1	-1%	-1%
CCN(c1ccccc1)S(=O)(=O)c1csc(C(N)=O)c1	3%	0%	-6%	·	-2%	0	-11%	?	5	·	5%
Cn1c(N)c(-c2ccccc2)c2ccc([N+](=O)[O-])cc2c1=O	?	?	12%	-2%	-18%	?	10%	0%	16	0%	0%
Cc1ccc(C)c(NC(=O)COC(=O)c2ccc3c(c2)OCCO3)c1	·	·	5%	·	3%	19	-20%	5%	2	·	-3%
O=C(CSc1nnc(CNc2ccccc2)o1)N1CCN(C(=O)c2ccco2)CC1	7%	15%	-3%	5%	0%	12	-1%	4%	-5	0%	-1%
CC(C)Sc1oc(-c2ccco2)nc1S(=O)(=O)c1ccccc1	-4%	11%	18%	10%	0%	5	-1%	18%	0	-1%	1%
COc1ccc(S(=O)(=O)N(Cc2nc3ccccc3c(=O)[nH]2)C2CCCC2)cc1	-9%	3%	4%	-5%	-1%	-5	-9%	?	2	0%	1%
CCOc1cc(/C=N/Nc2ccc(C(=O)O)cc2)ccc1OC(=O)c1ccccc1C	16%	·	7%	1%	0%	-4	-5%	?	-10	·	-2%

Source: PubChem BioAssay
